# Pol eta inh: qHTS for Inhibitors of Polymerase Eta; DNA polymerase eta (Homo sapiens), Q9Y253; recombinant Pol eta, fluorescent DNA replication assay; Potency, µM (doses to about 114 µM), without a hit: top-dose activity change, negative = inhibition, actives largely listed as inhibitors; hit rate 1.2% among 390,000; also: % is scaled to controls: 0 for no effect and ±100 for the full control effect
#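 Fluorescent replication assay: 50 nM final substrate added after a 15 min room-temperature compound preincubation with 10 nM enzyme. Signal taken at 0 min and again at 10 min.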
# Pol beta inh: qHTS Assay for Inhibitors of DNA Polymerase Beta | Pol beta primer extension/strand displacement, fluorescence kinetic | hit rate 1.3% among 340,000 | P06746 | Potency, µM (top dose mostly 114 µM), inactives show top-dose activity change, negative = inhibition, actives largely listed as inhibitors; also: % is scaled to controls: 0 for no effect and ±100 for the full control effect
#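 Kinetic readout of DNA synthesis with strand displacement by Pol beta. Compound and 10 nM enzyme sit 15 min at room temperature; 50 nM substrate starts the reaction, read immediately and at 10 min.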
# POLK inh: qHTS for Inhibitors of Polymerase Kappa; DNA polymerase kappa (Homo sapiens), Q9UBT6; purified Pol kappa, fluorescent DNA synthesis assay, 10 min; Potency, µM (doses to about 107 µM), without a hit: at the highest dose activity, negative = inhibition, actives largely listed as inhibitors; hit rate 0.53% among 400,000; AID 588579, 2011; also: % is scaled to controls: 0 for no effect and ±100 for the full control effect
#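 Pol kappa 10 nM + cpd, 15 min RT; start w/ substrate 50 nM final; fluorescence kinetic read, 0 and 10 min. Neg ctrl: buffer, no enzyme.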
# JMJD2A Tudor: qHTS Assay for Inhibitors of JMJD2A-Tudor Domain. hit rate 4.4% among 390,000. Lysine-specific demethylase 4A (Homo sapiens), O75164. AlphaScreen JMJD2A-Tudor / H3K4me3 peptide binding. Potency, µM (highest dose often 114 µM), inactives show top-dose activity change, negative = inhibition, hits mostly inhibitors; also: % is scaled to controls: 0 for no effect and ±100 for the full control effect; nearly all actives have a fitted effect of over 50% in size
# BLM helicase inh: qHTS Assay for Inhibitors of Bloom's syndrome helicase (BLM); RecQ-like DNA helicase BLM (Homo sapiens), P54132; recombinant BLM DNA unwinding, fluorescence dequenching; Potency, µM (top dose mostly 56.1 µM), without a hit: at the highest dose activity change, negative = inhibition, usual class: inhibitors; hit rate 0.2% among 350,000; AID 2528, 2010;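 also: plate controls were vehicle for no effect and no enzyme for full effect; nearly all actives have a fitted effect of over 35% in size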
# APEX1 inh: qHTS Assay for Inhibitors of the Human Apurinic/apyrimidinic Endonuclease 1 (APE1). Potency, µM (series often up to 65.8 µM), for the others: at the top dose activity change, negative = inhibition, hits mostly inhibitors. AID 2517, 2012. recombinant APE1, TAMRA/BHQ-2 abasic DNA cleavage fluorescence. DNA repair nuclease/redox regulator APEX1 (Homo sapiens), P27695. hit rate 0.35% among 350,000;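 also: plate controls were vehicle for no effect and reference inhibitor for full effect; nearly all actives have a fitted effect of over 55% in size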
#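 0.75 nM APE1 + cpd, 15 min RT; start w/ 50 nM TAMRA/BHQ-2 THF-abasic dsDNA; kinetic fluor 525/598 nm ×3 reads @60 s; Δ(read3−read1); normalized to DMSO and NSC13755 control wells.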
# POLI inh: qHTS for Inhibitors of Polymerase Iota; Pol iota fluorescent replication assay, 10 min; Potency, µM (doses to about 115 µM), for the others: at the top dose activity, negative = inhibition, usual class: inhibitors; hit rate 1% among 390,000; AID 588590, 2011
# Target sequence (Q9UNA4 whole entry, looked up): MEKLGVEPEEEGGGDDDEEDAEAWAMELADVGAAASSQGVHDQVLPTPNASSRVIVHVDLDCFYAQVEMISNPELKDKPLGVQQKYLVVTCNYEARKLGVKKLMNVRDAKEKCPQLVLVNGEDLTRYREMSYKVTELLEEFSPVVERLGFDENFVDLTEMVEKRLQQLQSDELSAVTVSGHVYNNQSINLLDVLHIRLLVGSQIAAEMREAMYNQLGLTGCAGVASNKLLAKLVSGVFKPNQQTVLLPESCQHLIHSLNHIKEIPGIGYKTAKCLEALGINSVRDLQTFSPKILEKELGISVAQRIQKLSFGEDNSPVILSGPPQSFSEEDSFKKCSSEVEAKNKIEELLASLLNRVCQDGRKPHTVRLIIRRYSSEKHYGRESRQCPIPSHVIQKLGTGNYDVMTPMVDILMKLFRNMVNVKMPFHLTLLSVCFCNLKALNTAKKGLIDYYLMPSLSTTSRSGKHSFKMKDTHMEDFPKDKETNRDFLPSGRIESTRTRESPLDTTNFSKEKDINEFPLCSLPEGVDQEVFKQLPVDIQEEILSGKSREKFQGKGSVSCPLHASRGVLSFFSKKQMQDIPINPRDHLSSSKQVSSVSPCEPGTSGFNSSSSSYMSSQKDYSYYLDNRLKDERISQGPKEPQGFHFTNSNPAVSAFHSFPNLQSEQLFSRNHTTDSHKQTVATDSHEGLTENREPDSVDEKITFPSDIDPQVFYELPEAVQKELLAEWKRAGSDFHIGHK
#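 Fluorescent replication assay read twice, at 0 min and 10 min after adding 50 nM (final) substrate. Enzyme (10 nM) and compounds were first incubated 15 min at room temperature; enzyme-free buffer wells were negative controls.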
# G9a block: qHTS Assay for Inhibitors of Histone Lysine Methyltransferase G9a. Histone-lysine N-methyltransferase EHMT2 (Homo sapiens), Q96KQ7. G9a H3K9 monomethylation, AlphaScreen, 2 h. Potency, µM (doses to about 102 µM), for the others: at the top dose activity, negative = inhibition, most hits filed as inhibitors. hit rate 8.8% among 350,000; also: % is scaled to controls: 0 for no effect and ±100 for the full control effect; nearly all actives have a fitted effect of over 75% in size
# Target sequence (Q96KQ7 913-1193 limits assumed): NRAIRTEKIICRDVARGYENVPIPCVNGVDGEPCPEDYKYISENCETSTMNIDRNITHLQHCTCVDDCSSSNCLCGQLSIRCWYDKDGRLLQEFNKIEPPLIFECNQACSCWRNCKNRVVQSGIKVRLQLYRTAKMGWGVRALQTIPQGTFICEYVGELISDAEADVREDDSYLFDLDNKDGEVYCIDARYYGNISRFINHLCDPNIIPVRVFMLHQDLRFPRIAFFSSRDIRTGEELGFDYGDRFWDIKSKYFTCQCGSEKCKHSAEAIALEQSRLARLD
#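 AlphaScreen detection with an anti-monomethyl H3K9 antibody quantified product after a 2 h room-temperature reaction containing 500 nM biotinylated H3K9 peptide, 20 µM SAM and 20 nM enzyme, which had been preincubated 15 min with compound.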
# BAZ2B block: qHTS Assay for Inhibitors of BAZ2B; AlphaScreen BAZ2B-H3K14Ac peptide displacement; Potency, µM (highest dose often 114 µM), inactives show at the highest dose activity change, negative = inhibition, most hits filed as inhibitors; hit rate 4.4% among 360,000; AID 504333, 2011; also: % is scaled to controls: 0 for no effect and ±100 for the full control effect; nearly all actives have a fitted effect of over 60% in size
#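 AlphaScreen luminescence quantifies BAZ2B engagement of H3K14Ac peptide; the protein and biotinylated peptide are both at 50 nM final, buffer PBS pH 7.4 with 0.01% Tween-20, all steps at room temperature.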
# * = called active by the depositor; ? = inconclusive; nt = not tested or not shown; [ ] = remark or other dose. Calls follow the shape of the dose curve; as a rule, active = well fitted curve in the direction sought with a large enough effect; inconclusive = small, poorly fitted or top-dose-only effect, or another doubt; inactive = no such curve, though single readings can be large; an effect the other way counts as inactive or inconclusive. Potency is read from the fitted curve at half-maximal effect.
molecule	Pol eta inh	Pol beta inh	POLK inh	JMJD2A Tudor	BLM helicase inh	APEX1 inh	POLI inh	G9a block	BAZ2B block
N#Cc1ccccc1S(=O)(=O)N1CCN(C(=O)[C@@H]2CCCN2C(=O)c2cccs2)CC1	0%	nt	-3%	-8%	nt	5%	-9%	10%[12.7 µM]	14%
CCN(C(=O)c1cc2c(=O)oc3ccc(C)cc3c2s1)c1cc(OC)ccc1OC	-18%	2%	-6%	-20%	-6%	nt	5%	-28%[59 µM]	?
Cc1cccnc1NC(=O)C(C)Oc1ccccc1 (stereo not given)	-6%	16%	-2%	-9%	0%	2%	8%	-30%[12.7 µM]	-2%
O=C(O)COc1ccccc1/C=N/NC(=O)Cc1ccccc1	-14%	10%	3%	-3%	-11%	6%	10%	nt	22%
CCCNc1cc(=O)n(C)c(=O)n1C	-12%	-4%	-10%	-2%	-2%	3%	9%	18%[59 µM]	nt
CCN(C(=O)Cn1c(=O)oc2cc(S(=O)(=O)N3CCCC3)ccc21)c1cccc(C)c1	nt	16%	-3%	-11%	0%	nt	-16%	1%[59 µM]	2%
COc1ccc(C)cc1NC(=O)CNC(=O)c1sc2ccccc2c1Cl	-4%	nt	-10%	-12%	nt	-5%	48%[activator]	2%[0.501 µM]	12%
Cc1cc(C)nc(SCc2ccccc2C#N)n1	-2%	19%	-16%	3%	-1%	0%	1%	10%[59 µM]	2%
COc1ccc(NC(=O)c2ccccc2)cc1NS(=O)(=O)c1ccc(F)cc1	-11%	-4%	4%	-1%[57.1 µM]	0%	2%	20%	8%[59 µM]	-34%
CC1=CC(C)(C)NC(=S)N1c1ccc(C)c(C)c1	-5%	20%	-8%	-15%	-1%	-2%	48%[activator]	13%[59 µM]	-16%
CC(=O)OCC1OC(OC(C)=O)C(NC(=O)Cc2ccccc2)C(OC(C)=O)C1OC(C)=O (stereo not given)	-14%	-1%	6%	6%	3%	10%	-7%	nt	-4%
C=CCc1ccccc1OCC(O)CNC1CCCC1 (stereo not given)	-18%	2%	-2%	14%	1%	93%[activator]	10%	23%	14%
O=C(CN1C(=O)C2C3c4ccccc4C(c4ccccc43)C2C1=O)Nc1cccc(C(=O)O)c1 (stereo not given)	-17%	13%	-14%	-11%	6%	9%	25%	-18%	1%
Cc1ccc(C(=O)N/N=C/c2ccc([N+](=O)[O-])s2)cc1	-5%	28µM*	-15%	-29%	-18%	?	?	27%[0.501 µM]	?
Nc1ccc(SC(F)(F)F)cc1	-8%	-2%	4%	1%	2%	-8%	5%	50µM*	5%
COc1cc(OC)cc(C(=O)OCC(=O)Nc2sccc2C(N)=O)c1	-13%	-22%	-30%	-33%	0%	-7%	?	-21%	-23%
COc1ccccc1OCC(=O)NNc1c2ccccc2nc2ccccc12	-14%	-31%	-6%	?	-9%	-3%	-5%	35µM*	?
c1ccc(CSc2nnc(-c3c[nH]c4ccccc34)o2)cc1	0%	2%	-20%	-15%	-5%	-10%	-7%	1%	-14%
O=C(COc1ccc(Cl)cc1)Nc1nnc(-c2ccco2)o1	-23%	10%	0%	28µM*	-6%	0%	108%[activator]	-29%	22µM*
COCC(=O)N1CCC2(CC1)CCN(c1ccccc1)CC2	nt	nt	10%[60.1 µM]	nt	-2%	5%	nt	6%[12.7 µM]	nt
Cc1ccc(-n2c(C)cc(/C=C(\C#N)C(=O)NCC3CCCO3)c2C)cc1 (stereo not given)	-17%	?	-9%	50µM*	-8%	-6%	2%	13%[12.7 µM]	?
O=C1COc2ccc(C(=O)COC(=O)/C=C/c3ccco3)cc2N1	?	nt	?	?	nt	-34%	45µM*	-1%[12.7 µM]	?
COc1ccccc1C(=O)c1nc2ccccc2n1C	-11%	-2%	-5%	-8%	0%	37%	21%	-22%	21%
CCOC(=O)c1csc(-c2ccc3c(c2)CCO3)n1	-4%	27%	-6%	4%	-1%	-3%	19%	10%	-10%
COc1ccc(/C=C2\SC(=O)N(CCNC(=O)C3CCN(S(=O)(=O)c4cccs4)CC3)C2=O)cc1	0%	7%	-8%	-13%	5%	-3%	17%	-4%[59 µM]	3%
O=C(COC(=O)/C=C/C(=O)N1CCN(c2ccccc2)CC1)NC(c1ccccc1)c1ccccc1	-29%	12%	-7%	-30%	-8%	-1%	5%	?	45µM*
CC(C)(C)[C@H]1C=C(C(=O)N2CCN(Cc3ccc4c(c3)OCO4)CC2)O[C@@H](OCc2ccc(CO)cc2)C1	-8%	8%	-17%	?	-6%	11%	3%	3%[59 µM]	-35%
COc1ccc(NC(=O)C2C3C=CC4(O3)C2C(=O)N(CCN2CCCCC2)C4C(=O)NC2CCCC(C)C2C)cc1 (stereo not given)	-5%	18%	-21%	-15%	-9%	-12%	-22%	-17%	-3%
Cc1ccc(-c2cc(C(=O)N(Cc3ccccc3)Cc3ccco3)no2)cc1F	-16%	2%	11%	-3%	-3%	nt	5%	?	50µM*
O=C(c1cnn2c(C(F)F)cc(-c3ccccc3)nc12)N1CCSCC1	7%	6%	1%	-3%	-11%	-3%	2%	7%[59 µM]	8%
CC(C)CC(=O)Nc1nnc(CSCc2ccc(F)cc2)s1	1%	2%	1%	-8%	-3%	?	6%	?	-4%
O=C(CN1C(=O)NC2(CCCc3ccccc32)C1=O)NCC(F)(F)F (stereo not given)	-14%	27%	-4%	?	1%	-13%	-7%	16%	3%
COCC(C)n1c(C)cc(C(=O)COC(=O)c2n[nH]c3ccccc23)c1C (stereo not given)	-20%	0%	-17%	-29%[11.4 µM]	-1%	0%	9%	?	?
O=C(NCc1ccco1)c1ccc(CN2CCOCC2)cc1	0%	-2%	-6%	-5%[57.1 µM]	-9%	14%	5%	-21%	14%
CCC(C)NC(=O)C1CCN(C(=O)c2ccc(-n3ccc4ccccc43)s2)CC1 (stereo not given)	-15%	0%	-24%	-19%	-2%	nt	-19%	4%[59 µM]	2%
O=c1ccc(Br)c[nH]1	-8%	10%	4%	2%	1%	-1%	-8%	-3%[2.33 µM]	7%

# Next section
SMILES | Pol eta inh | Pol beta inh | POLK inh | JMJD2A Tudor | BLM helicase inh | APEX1 inh | POLI inh | G9a block | BAZ2B block
Cc1ccccc1Nc1nnc(SCC2CCCCO2)s1 (stereo not given) | -16% | 20% | -10% | -18% | 1% | -12% | 10% | ? | 3%
COC(=O)c1ccc(COC(=O)CCS(=O)(=O)c2ccc(C)cc2)cc1 | -7% | 1% | -7% | 6% | 0% | 3% | 0% | 0% | 2%
O=C(Nc1ccc(Nc2ccccc2)cc1)Nc1ccccc1Cl | -11% | ? | -3% | ? | -11% | -4% | 18% | 7.9µM* | 20µM*
Cc1cc(-c2nnc(CCC(=O)NCc3cc(F)cc(C(F)(F)F)c3)o2)no1 | -16% | 1% | -12% | -15% | -3% | 38% | 11% | 47%[activator] | -13%
COc1cccc(-c2cc(C(=O)NCCc3ccccc3)no2)c1 | -7% | 2% | 7% | -5% | -1% | 1% | 20% | 19% | -1%
CCCCNC1CCS(=O)(=O)C1 (stereo not given) | -9% | -3% | -10% | -1% | 0% | ? | 2% | -11% | 5%
COc1cccc2sc(N3CCN(C(=O)c4cccs4)CC3)nc12 | -11% | nt | -7% | 4% | nt | 13% | -8% | ? | -9%
O=C(Oc1ccc(-n2cnnn2)cc1)c1ccccc1 | 0% | 13% | -7% | -19% | 1% | 9% | -11% | nt | -6%

# Structural class, the entries above with fluorine.
SMILES | Pol eta inh | Pol beta inh | POLK inh | JMJD2A Tudor | BLM helicase inh | APEX1 inh | POLI inh | G9a block | BAZ2B block
COc1ccc(NC(=O)c2ccccc2)cc1NS(=O)(=O)c1ccc(F)cc1 | -11% | -4% | 4% | -1%[57.1 µM] | 0% | 2% | 20% | 8%[59 µM] | -34%
Nc1ccc(SC(F)(F)F)cc1 | -8% | -2% | 4% | 1% | 2% | -8% | 5% | 50µM* | 5%
Cc1ccc(-c2cc(C(=O)N(Cc3ccccc3)Cc3ccco3)no2)cc1F | -16% | 2% | 11% | -3% | -3% | nt | 5% | ? | 50µM*
O=C(c1cnn2c(C(F)F)cc(-c3ccccc3)nc12)N1CCSCC1 | 7% | 6% | 1% | -3% | -11% | -3% | 2% | 7%[59 µM] | 8%
CC(C)CC(=O)Nc1nnc(CSCc2ccc(F)cc2)s1 | 1% | 2% | 1% | -8% | -3% | ? | 6% | ? | -4%
O=C(CN1C(=O)NC2(CCCc3ccccc32)C1=O)NCC(F)(F)F (stereo not given) | -14% | 27% | -4% | ? | 1% | -13% | -7% | 16% | 3%
Cc1cc(-c2nnc(CCC(=O)NCc3cc(F)cc(C(F)(F)F)c3)o2)no1 | -16% | 1% | -12% | -15% | -3% | 38% | 11% | 47%[activator] | -13%

# These rows are one share of the data; count on the stated rates, not on these rows.
